# Screening results (PubChem BioAssay)
# p-CIP stab down = p/CIP-EGFP fusion destabilizers, primary screen, fluorescence, F442A cells | decrease of EGFP signal, % at 10 µM | 290,000 compounds, 0.01% hits | 16 h;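 active = EGFP signal decrease of at least 30% at 10 µM or well 3 SD below plate mean, unless failing retest; inactive = the rest, including hits failing retest or dose response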; also: some compounds called inactive have numbers as strong as hits; many of its hits are not listed in these tables
# NALP1 yeast inh = NALP1 inflammasome inhibitors in reconstituted yeast, colorimetric, S. cerevisiae, triplicate retest; inhibition, % at 10 µM; 280,000 compounds, 0.61% hits; S. cerevisiae NALP1/ASC/caspase-1 growth, X-gal OD620, 72 h; in the data active = inhibition mostly above about 24%, no sharp cut-off; inactive = mostly below about 32%; also: some compounds called inactive have numbers as strong as hits
# VIM-2 inhibitor = VIM-2 metallo-beta-lactamase inhibitors, primary screen, biochemical, epi-absorbance readout, Pseudomonas aeruginosa enzyme. 290,000 compounds, 0.89% hits. inhibition, % at 5.6 µM. purified VIM-2, nitrocefin hydrolysis, epi-absorbance fluorescence;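 active = inhibition above the mean of all tested compounds plus 3 SD, cutoff set per screening run, cut at about 7.5% in these data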;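 also: red hydrolysis product quenches plate fluorescence so inhibitors raise well fluorescence; 0% = enzyme with DMSO and 100% = DMSO without enzyme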
# IDE cell activ = human IDE activators in live cells, primary screen, fluorescence polarization, HEK cells, FAbeta-B substrate; Insulin-degrading enzyme (Homo sapiens), P14735; FAbeta-B cleavage; 0% vehicle, 100% cell-free pure enzyme wells; activation, % at 5.96 µM; 340,000 compounds, 0.073% hits; AID 493087, 2011;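 active = activation above the mean of all tested compounds plus 3 SD, set per screening campaign, cut at about 17% in these data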
# GPR7 antagonist = GPR7 receptor antagonists, primary screen, cell-based, fluorescence, single concentration; Neuropeptides B/W receptor type 1 (Homo sapiens), P48145; GPR7-expressing cells, fluorescence antagonist assay; inhibition, % at 4.4 µM; 290,000 compounds, 1.1% hits; in the data active = inhibition above about 16%, passing the limit was not always enough;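 also: cells stimulated with the agonist NPW; 0% = agonist with vehicle and 100% = vehicle without agonist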
# Target sequence (P48145 whole entry, looked up): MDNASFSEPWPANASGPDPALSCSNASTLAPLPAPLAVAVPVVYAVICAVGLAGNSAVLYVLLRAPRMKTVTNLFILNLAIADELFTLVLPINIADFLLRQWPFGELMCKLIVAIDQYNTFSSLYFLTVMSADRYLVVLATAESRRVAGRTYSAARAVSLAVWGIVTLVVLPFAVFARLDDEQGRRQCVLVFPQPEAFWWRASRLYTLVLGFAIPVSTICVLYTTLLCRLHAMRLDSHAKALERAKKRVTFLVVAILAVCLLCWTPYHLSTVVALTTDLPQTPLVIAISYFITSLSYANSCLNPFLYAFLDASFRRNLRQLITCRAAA
# IDE cell inh = human IDE inhibitors in live cells, primary screen, fluorescence polarization, HEK cells, FAbetaB substrate | FAbetaB cleavage | inhibition, % at 5.59 µM | 320,000 compounds, 0.41% hits;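 active = percent inhibition above the average of all tested compounds plus 3 SD, set per screening campaign, cut at about 16% in these data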;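 also: IDE supplied by intact live HEK cells; FP after avidin binding of uncleaved biotin substrate so inhibition keeps polarization high; 0% = DMSO wells and 100% = 60 µM reference IDE inhibitor Ii1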
# IMP-1 inh = IMP-1 metallo-beta-lactamase inhibitors, primary screen, biochemical, epi-absorbance readout, Pseudomonas aeruginosa enzyme. 290,000 compounds, 0.45% hits. AID 1556, 2009. inhibition, % at 5.6 µM. purified IMP-1, nitrocefin hydrolysis, epi-absorbance fluorescence. metallo-beta-lactamase IMP-1 (Pseudomonas aeruginosa);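 active = inhibition above the mean plus 3 SD of all compounds in the same screening run, cut at about 4.5% in these data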;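 also: 0% = IMP-1 with DMSO and 100% = DMSO wells lacking enzyme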
#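 Assay system: purified IMP-1; Quantity: IMP-1 0.2 nM before substrate addition; Medium: HEPES buffer pH 7.1 with ZnSO4 and Brij 35; Incubation: 15 min enzyme–compound preincubation, then 25 min nitrocefin reaction, 25 °C; Signal: fluorescence quenching readout, ex 480/em 530 nm; Controls: DMSO with and without IMP-1; Repeats: singlicate testing.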
# M18AAP inhibitor = PfM18AAP inhibitors, malaria aminopeptidase, primary screen, biochemical, QFRET, recombinant enzyme. M18 aspartyl aminopeptidase (Plasmodium falciparum 3D7). H-Glu-NHMec fluorogenic cleavage. inhibition, % at 7.35 µM. 290,000 compounds, 1.2% hits;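 active = inhibition above the campaign mean inhibition over all tested compounds plus 3 SD, cut at about 28% in these data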;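 also: 0% = plate median of test compound wells and 100% = 2 mM ZnCl2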
# PHOSPHO1 inh = PubChem AID 1565 | Phosphoethanolamine/phosphocholine phosphatase (Homo sapiens), Q8TCT1 | recombinant PHOSPHO1, absorbance phosphatase assay | inhibition, % at 13.3 µM | 290,000 compounds, 1.1% hits; in the data active = inhibition above about 60%
# Target sequence (Q8TCT1 whole entry, looked up): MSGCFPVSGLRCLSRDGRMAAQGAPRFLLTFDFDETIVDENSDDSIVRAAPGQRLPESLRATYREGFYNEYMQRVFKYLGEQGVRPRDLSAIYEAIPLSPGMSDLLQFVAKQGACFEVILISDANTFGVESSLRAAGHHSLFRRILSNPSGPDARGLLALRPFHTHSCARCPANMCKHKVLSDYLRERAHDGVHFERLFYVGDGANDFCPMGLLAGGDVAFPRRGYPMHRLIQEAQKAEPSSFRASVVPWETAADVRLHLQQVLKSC
# * hit, by the source's call; x = no result given.
SMILES,p-CIP stab down,NALP1 yeast inh,VIM-2 inhibitor,IDE cell activ,GPR7 antagonist,IDE cell inh,IMP-1 inh,M18AAP inhibitor,PHOSPHO1 inh
Cc1ccc(/C=c2\sc3nc(-c4ccccc4Br)nn3c2=O)o1,-17,19,-5.1,-13,-7,4,-2.2,14,-27
Cc1ccc(NC(=O)C2C(c3ccccc3)C2(Cl)Cl)c(C)c1 (centres undefined),-7,7,-3.6,-1,-16,7,-2.0,1,3
C/C(=N\NC(=O)c1ccccc1)c1c(C)[nH]n(-c2ccccc2)c1=O,3,11,-3.2,8,11,1,-2.8,7,9
Cc1ccccc1NC(=O)Cc1cn(C)c2ccccc12,-4,-4,-0.8,2,-5,5,-3.5,-2,-34
COc1ccccc1CN1CCSCC1,-3,-8,-2.2,6,0,-1,-1.8,16,8
COc1cccc(NS(=O)(=O)c2ccc3c(c2)NC(=O)C(C)C(=O)N3)c1 (centres undefined),5,16,-1.7,-1,0,-3,-4.8,2,-19
C=CCNC(=O)C(C#N)c1nc2ccccc2nc1N1CCCCCC1 (centres undefined),-5,8,1.4,6,-9,9,-3.5,11,29
CC1(C)CC(=O)C=C(Nc2ccc(C(=O)O)c(O)c2)C1,-5,-2,-2.0,8,-3,0,-1.7,8,-117
O=C(Nc1cnn(Cc2ccc(F)cc2)c1)c1cc(-c2ccco2)on1,0,2,-2.9,2,-5,2,-2.9,-4,-1
COc1ccc(S(=O)(=O)N(C)C)cc1NC(=O)CSc1nnc(-c2cccnc2)o1,-2,-3,-3.6,0,-12,3,-3.0,3,32
O=C(COC(=O)c1ccc2ncsc2c1)NC(=O)c1ccccc1,29,0,0.0,1,-8,4,-2.6,31*,-99
CC1Cc2nc(SCC(=O)OCc3ccccc3)n(C)c(=O)c2S1 (centres undefined),-15,x,-1.0,1,3,0,-0.5,5,-21
CCOC(=O)N1CCN(C(=O)c2ccc3c(=O)n(-c4ccc(OC)cc4)c(=S)[nH]c3c2)CC1,2,-16,-2.7,0,0,2,-3.1,-6,-8
Cc1ccc(N(CC(=O)NCc2ccc(F)cc2)C(=O)CCC(=O)Nc2ccccn2)cc1C,-5,2,-4.2,-3,10,3,-4.6,6,27
CCCCn1c(CCn2nc(C)c(Br)c2C)n[nH]c1=S,-8,5,8.1*,2,-7,3,1.1,3,90*
O=[N+]([O-])c1ccc(-c2nc(NCc3cccnc3)c3ccccc3n2)cc1,4,19,-2.4,-2,-3,x,-1.6,8,15
Cc1cc(C(=O)N2CCN(CCc3ccccc3)CC2)no1,-3,5,-2.4,-5,1,-5,-3.4,0,10
CCCOc1ccc(C(=O)NCc2cccnc2)cc1,-9,9,-4.3,-3,-19,-1,-7.5,-19,14
COC(=O)c1nn(-c2ccc3c(c2)OCO3)cc1O,10,-5,-1.2,-1,3,10,-1.4,0,4
CN(Cc1ncc[nH]1)Cc1cn(-c2ccccc2)nc1-c1ccc2c(c1)OCO2,4,x,-5.1,-3,-5,-2,-3.2,1,-12
O=C(O)c1ccc2[nH]c3c(c2c1)CCCC3,-1,12,-0.3,2,-11,x,-0.9,6,20
Cc1ccc(C(=O)COC(=O)CCC(=O)Nc2cccc(Cl)c2)cc1[N+](=O)[O-],-8,30,1.7,-3,0,7,-0.5,0,31
Cc1ccc(O)c(C(=O)c2cc(C#N)c(=O)n(-c3nccs3)c2)c1,-2,13,5.0,-43,0,51*,4.4,8,11
COc1ccc(CN(C)C(=O)c2cccc(NS(=O)(=O)c3ccccc3)c2)cc1F,-10,-2,-2.2,6,-7,1,-5.3,-4,-7
O=C(NCCc1ccccc1)C(c1ccncc1)N(C(=O)c1csnn1)C1CC1 (centres undefined),7,8,4.0,9,-5,2,-1.4,-3,-12
COc1ccccc1CNC(=O)CCCn1nc(C)n2ccnc2c1=O,-2,12,-1.3,-1,-8,3,-2.6,-8,20
COc1ccccc1C(=O)COC(=O)c1ccccc1OCC(=O)Nc1ccc(SC(F)F)cc1,-15,25,-1.3,-1,-12,-6,-3.8,4,10
C/C(Cl)=C/Cn1c(SCCN2CCOCC2)nc2c1c(=O)[nH]c(=O)n2C,-5,5,1.2,2,-10,5,-2.2,-14,22
Cn1c2ccc(F)cc2c2ncn(Cc3ccco3)c(=O)c21,-14,6,1.7,-9,1,1,-2.7,-8,-11
CSCCC(NC(=O)/C(=C/c1ccco1)NC(=O)c1ccc(Br)o1)C(=O)O (centres undefined),-2,6,-1.2,-2,-11,0,-2.6,0,x

# Records listed above marked active in M18AAP inhibitor:
SMILES,p-CIP stab down,NALP1 yeast inh,VIM-2 inhibitor,IDE cell activ,GPR7 antagonist,IDE cell inh,IMP-1 inh,M18AAP inhibitor,PHOSPHO1 inh
O=C(COC(=O)c1ccc2ncsc2c1)NC(=O)c1ccccc1,29,0,0.0,1,-8,4,-2.6,31*,-99

# Carrying on:
SMILES,p-CIP stab down,NALP1 yeast inh,VIM-2 inhibitor,IDE cell activ,GPR7 antagonist,IDE cell inh,IMP-1 inh,M18AAP inhibitor,PHOSPHO1 inh
Cc1csc(NC(=O)c2cc(-c3ccco3)nc3ccccc23)n1,-1,17,-2.3,-2,-9,3,-1.1,-3,-6
O=C(c1cccs1)N1N=C(c2ccc(O)cc2)CC1c1ccccc1 (centres undefined),-5,15,-2.6,4,2,0,-0.2,3,-4
Cc1ccc2cccc(Oc3ncnc4scc(-c5ccccc5)c34)c2n1,-7,50,5.5,0,-3,-4,-3.0,-6,-2
c1ccc(-c2n[nH]c(-c3ccccc3)c2-c2nc3ccccc3[nH]2)cc1,-12,-7,-6.3,5,-14,3,-2.9,1,23
COC(=O)c1cc(C(=O)N2CCc3ccccc32)cc([N+](=O)[O-])c1,-4,11,-1.8,1,-5,3,-0.2,2,-18
CCS(=O)(=O)Nc1c(C(=O)OC)[nH]c2ccccc12,-4,23,-0.3,1,-6,2,-0.5,-1,10
CCOc1ccc(Cn2nnc(C(=O)NCc3ccc(OC)cc3)c2N)cc1,-14,25,-7.0,2,0,2,-0.9,4,-1
Cn1c(-c2ccccc2)cccc1=O,8,1,-1.8,-2,-6,-1,0.2,-2,21
CCOC(=O)N1CCC(NC(=O)CCS(=O)(=O)c2ccc3c(c2)CCN3C(=O)CC)CC1,1,33,-1.8,1,8,2,-2.0,-1,-3
COc1cc(C)c(Cc2cnc(N)nc2N)cc1OC,0,7,-1.1,x,6,-6,0.2,-2,48
Cc1ccc(OCCCN2C(=O)C(=O)c3cc(C)ccc32)cc1,-6,-7,1.5,-5,4,1,-2.8,2,30
COC(=O)c1cc(=O)n(Cc2ccc3c(c2)OCO3)c(=Nc2ccc(F)cc2)s1,-2,-22,-3.0,4,-9,3,-4.5,-6,-16
CCN(c1ccccc1)c1cc2ccccc2c(=O)[nH]1,7,21,2.0,3,-4,1,0.1,23,30
O=[N+]([O-])c1cccc(-c2n[nH]c(=S)n2-c2ccc(Br)cc2)c1,-5,-33,-1.2,-6,-11,3,-3.5,22,8
O=C(CCCN1C(=O)CSc2ncccc21)N1CCN(c2cccc(C(F)(F)F)c2)CC1,-20,8,-1.2,-1,-6,7,-2.7,3,17
Cc1cc(C)cc(C(=O)Nc2ccc(N3CCN(C(=O)c4ccco4)CC3)cc2)c1,6,17,-0.7,-6,6,-1,-0.5,-12,43
COc1cccc(C2=NN(C(=O)c3cccs3)C(O)(C(F)(F)F)C2)c1 (centres undefined),-2,6,0.8,0,6,-2,-0.7,1,-3
O=c1c2ccccc2c(C=Nc2ccccc2O)c(O)n1-c1nccs1,8,0,-2.2,-12,-5,8,-2.3,17,-21
Cc1ccc(/C=C/C(=O)NCCCn2ccnc2)cc1,-14,-14,-2.2,4,0,0,-2.1,-1,-12
Cc1ccccc1N=C(NOCc1ccccc1)c1nonc1N,-3,1,-2.5,1,-3,-1,-4.2,1,-20
O=C(N1CCCCC1)C1(c2ccccc2)CCCCC1,-10,-5,-1.3,1,-16,3,-1.5,-12,29
O=[N+]([O-])c1cc2c(cc1C=Nc1ccccc1)OCO2,-6,-4,-4.8,1,-7,3,-2.2,15,-25
Oc1nc(-c2ccc(Cl)cc2)n2ccncc12,-1,-7,-3.2,0,-2,-5,-2.9,12,47
O=C(CN1CCN(S(=O)(=O)c2ccc(Br)cc2)CC1)Nc1ccccc1F,2,8,1.2,3,18,5,1.1,-8,22
CCn1cc(C(=O)OCc2ccccc2)c(=O)c2ccc(C)nc21,-9,-3,-3.9,1,-14,9,-5.2,2,-36
CCCCn1c(CCNC(=O)c2ccco2)nc2ccccc21,8,-1,-4.1,3,-9,-3,-2.4,1,32
CC1(c2ccccc2Br)NC(=O)N(CC(=O)Nc2ccc(S(N)(=O)=O)cc2)C1=O (centres undefined),2,5,-2.4,6,-7,6,-2.4,-2,43
Nc1c(-c2cccc(Cl)c2)cnn1-c1cccc(C(F)(F)F)c1,-3,23,-1.3,-6,2,3,-3.3,0,15
CC(=O)Nc1ccc(S(=O)(=O)N2CCSCC2)cc1,-2,-17,-4.1,1,-5,6,-5.0,7,-26
Cc1ccc(NC(=O)NCCCN2CCCC2=O)cc1,-3,6,-1.2,9,-8,-3,0.0,-4,7
Cn1c(=O)c(C(=O)NNC(=O)c2cccc(Cl)c2)c(O)c2ccccc21,-12,-13,-0.4,3,4,1,1.3,13,-37
CC(C)=CC(=O)N1CCCC(N2CCN(c3ccccc3C)CC2)C1 (centres undefined),2,-5,-2.7,-1,-14,1,-2.3,3,40
CCOc1ccc(N2CC(C(=O)Nc3cccc(C)c3C)CC2=O)cc1 (centres undefined),-12,-6,-4.7,4,0,1,-1.6,-4,9
Cc1cc(OC(=O)c2cccc(Cl)c2)c([N+](=O)[O-])c(=O)[nH]1,-10,9,-2.4,1,14,0,-1.8,1,33
Cc1cc(C)c(S(=O)(=O)N2CCC(C(=O)NCc3ccco3)CC2)c(C)c1,-19,22,-4.0,-4,-6,8,-5.3,6,16
CCNC(=S)N1CCC(C(=O)c2ccc3c(c2)OCCO3)CC1,1,-15,-2.6,4,-1,-3,-0.5,4,-9
O=C(O)c1ccc(F)c(S(=O)(=O)Nc2ccccc2)c1,-9,-4,-3.0,2,-7,-8,-3.1,-4,-22
COc1cccc(/C=N/n2nnnc2N)c1,-9,6,-1.2,5,-8,4,-1.4,-6,16
O=C(Nc1ccc(C(F)(F)F)cc1)C1CCN(c2cnccn2)CC1,-2,18,-7.6,5,1,0,-0.8,0,18
CC(C)=NN1C(c2nonc2N)=NOC1(C)C,2,4,-2.6,x,-15,3,-2.0,3,12
CC(=O)/C(=N/Nc1ccccc1[N+](=O)[O-])N1CCCc2ccccc21,0,10,-1.4,x,7,-5,-2.6,2,6
Cc1ccc(/C=N/n2cnc3sc(C)c(C)c3c2=O)o1,4,15,-1.7,-2,-17,6,-2.2,2,13
O=C(CC(=O)c1ccccc1O)c1ccc(F)cc1,-9,-5,-0.6,-2,7,3,-0.8,6,16
